Screens from PubChem BioAssay.
CXXC DNA block – MLL CXXC-DNA interaction inhibition; Q03164; MLL-CXXC / FITC-HOXA9 DNA fluorescence polarization; Potency, µM (series often up to 115 µM), for inactives: at the top dose activity change, negative = inhibition, hits mostly inhibitors; 0.037% of 290,000 active; AID 2662; active means well fitted inhibition curve with a large enough effect in the polarisation, with a control signal flat, not every such curve was filed as active; inconclusive means small, poorly fitted or top-dose-only effect, or effect the other way, or a change in a side signal; inactive means no such curve, though single readings can be large or run the other way; the % refers to the polarisation; further: potency means the concentration at half of the fitted maximal effect
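Fluorescence polarization: 7 uM MLL-CXXC (stock) preincubated 5 min with compounds, then 50 nM fluorescein-HOX-A9 DNA (stock) added; 30 min ambient. Buffer 50 mM Tris-HCl pH 7.5, 50 mM NaCl, 1 mM DTT, 0.05% BSA.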
S-ASM inh – human S-ASM enzyme inhibition. P17405. placental ASM, HMU-PC fluorogenic substrate, 60 min. Potency, µM (series often up to 57.5 µM), without a hit: top-dose activity change, negative = inhibition, actives largely listed as inhibitors. 0.006% of 340,000 active. AID 504937; further: potency means the concentration at half of the fitted maximal effect
Target sequence (P17405 47-631 limits assumed): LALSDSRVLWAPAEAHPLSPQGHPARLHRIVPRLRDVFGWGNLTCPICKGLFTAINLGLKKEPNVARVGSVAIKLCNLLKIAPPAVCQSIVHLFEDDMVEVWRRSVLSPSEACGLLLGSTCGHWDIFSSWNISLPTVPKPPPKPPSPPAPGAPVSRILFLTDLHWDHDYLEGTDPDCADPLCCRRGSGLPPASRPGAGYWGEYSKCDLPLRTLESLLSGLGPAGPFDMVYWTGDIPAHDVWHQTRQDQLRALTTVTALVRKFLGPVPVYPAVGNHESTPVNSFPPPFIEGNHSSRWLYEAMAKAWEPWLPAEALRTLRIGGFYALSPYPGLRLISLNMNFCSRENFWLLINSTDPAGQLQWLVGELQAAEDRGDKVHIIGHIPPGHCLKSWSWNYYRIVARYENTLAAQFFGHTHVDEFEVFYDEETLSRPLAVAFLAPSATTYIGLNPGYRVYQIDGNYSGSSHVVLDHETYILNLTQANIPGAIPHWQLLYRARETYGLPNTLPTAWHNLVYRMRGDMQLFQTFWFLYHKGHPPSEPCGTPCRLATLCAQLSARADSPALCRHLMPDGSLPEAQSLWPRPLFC
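Human placenta-derived ASM enzyme was preincubated with compound for 10 minutes at room temperature, then given fluorogenic substrate HMU-PC0 (9 uM final) for 60 minutes at 37 °C; a pH 10 stop preceded fluorescence reading at Ex 386/Em 447 nm.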
GALK inh – galactokinase (human) inhibition; P51570; Purified GALK, Kinase-Glo residual ATP luminescence; Potency, µM (doses to about 57.5 µM), without a hit: top-dose activity change, negative = inhibition, usual class: inhibitors; 0.007% of 270,000 active; further: potency means the concentration at half of the fitted maximal effect; on the % scale 0 is the no-effect control and ±100 the full control effect
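Kinase-Glo Plus luminescence measured ATP left after a 1 h room-temperature reaction. The reaction used 5 nM GALK, 100 uM galactose and 35 uM ATP at pH 8.0 (20 mM HEPES, 5 mM MgCl2, 60 mM NaCl, 1 mM DTT, 0.01% BSA).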
MBNL1-CUG inh – inhibitors of human MBNL1 binding to CUG repeat RNA. Potency, µM (series often up to 57.5 µM), inactives show at the top dose activity change, negative = inhibition, most hits filed as inhibitors. 0.036% of 280,000 active. Q9NR56. AID 2675. TR-FRET MBNL1-His/biotin-(CUG)12 binding, 665/545 ratio; active means well fitted inhibition curve with a large enough effect in the signal ratio, with a control signal flat, not every such curve was filed as active; inconclusive means small, poorly fitted or top-dose-only effect, or effect the other way, or a change in a side signal; inactive means no such curve, though single readings can be large or run the other way; the % refers to the signal ratio; further: potency means the concentration at half of the fitted maximal effect; on the % scale 0 is the no-effect control and ±100 the full control effect
Target sequence (Q9NR56 whole entry, looked up): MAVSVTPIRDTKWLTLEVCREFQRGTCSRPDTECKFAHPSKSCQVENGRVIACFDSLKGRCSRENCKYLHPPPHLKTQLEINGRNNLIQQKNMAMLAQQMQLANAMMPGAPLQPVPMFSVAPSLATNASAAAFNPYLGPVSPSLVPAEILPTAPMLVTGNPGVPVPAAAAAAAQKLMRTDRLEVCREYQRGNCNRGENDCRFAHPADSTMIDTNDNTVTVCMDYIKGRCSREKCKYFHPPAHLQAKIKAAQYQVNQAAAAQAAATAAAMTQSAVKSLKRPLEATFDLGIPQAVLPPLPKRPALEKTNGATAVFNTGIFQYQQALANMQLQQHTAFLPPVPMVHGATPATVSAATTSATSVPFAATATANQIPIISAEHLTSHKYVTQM
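TR-FRET between His-tagged MBNL1 and biotin-(CUG)12 RNA, detected with Tb anti-His antibody (0.055 ng/ul) and streptavidin-XL665 (5 nM), 60 min at room temperature. Compounds titrated 92 nM to 58 uM; 665/545 nm ratio normalized to buffer and complex controls.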
Coupling enz – counter-screen for Giardia aldolase inhibitors: coupling enzyme system; AID 2472; 0.67% of 290,000 active; activity change, negative = inhibition, % at 58.2 µM, hits read low; coupling enzyme system counterscreen, AmpLite Red fluorescence; in the data active means activity change below about -30%; further: on the % scale 0 is the no-effect control and ±100 the full control effect
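Counterscreen of the coupled detection system alone, without aldolase: glyceraldehyde-3-phosphate coupling enzymes plus AmpLite Red readout. Compounds at 57.5 uM final, 10 min RT preincubation, 20 min RT reaction, fluorescence 525/598 nm.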
Integrin act MD – activates integrin-mediated alleviation for muscular dystrophy; 0.064% of 350,000 active; alpha7betagal myoblasts, beta-gal FDG fluorescence, 48 h; Potency, µM (series often up to 38.3 µM), without a hit: top-dose activation, actives largely listed as activators;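 further: potency means the concentration at half of the fitted maximal effect; 100% = response of the positive control SU9516; nearly all actives have a fitted effect of over 60% in size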
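alpha7betagal+/- myoblasts (passage 13, 250/well) treated 48 h at 37C with compounds at 1:260 dilution of DMSO stock. Lysed, then beta-galactosidase activity read as FDG fluorescence (ex 480/em 540) after 30 min, with pre-read for autofluorescence.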
hERG WT inh – KCNH2 (human, wildtype) channel inhibition | activity change, % at 1.84 µM | Q12809 | U2OS, BacMam KCNH2, thallium flux FluxOr; hits give low values | 0.37% of 340,000 active;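 active means maximum activity change below -70%; inconclusive means maximum activity change between -70% and -50%; inactive means maximum activity change above -50%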; further: on the % scale 0 is the no-effect control and ±100 the full control effect
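U2OS cells transduced with wild-type KCNH2 virus are loaded with FluxOr dye for 45 min, and thallium flux is measured in kinetic reads before and after stimulation buffer. Rate constants are normalized to DMSO controls.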
A-T KAP1 phos – potential ataxia-telangiectasia treatments restoring KAP-1 phosphorylation; […] A-T fibroblasts, KAP-1 phosphorylation AlphaLISA; neocarzinostatin DNA damage 30 min before lysis; Potency, µM (series often up to 57.5 µM), without a hit: at the top dose activation, actives largely listed as activators; 0.19% of 320,000 active; further: potency means the concentration at half of the fitted maximal effect; % of control where 0% means no effect; nearly all actives have a fitted effect of over 45% in size
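hTERT-immortalized A-T patient fibroblasts ([…]), 500 cells/well in OPTI-MEM, 1% FBS, got compounds for 60 min, then NCS for 30 min at 37C. Lysates were then assayed for phospho-KAP-1 by AlphaLISA (anti-pKAP1 donor, anti-KAP1 acceptor beads), 6 hr at 25C.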
KCNH2 3.1 inh – blocks the human KCNH2 3.1 channel isoform; U2OS KCNH2 3.1, thallium flux FluxOr; hits give low values; activity change, % (tested at about 1.8 µM); 0.95% of 340,000 active;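 active means maximum activity change below -70%; inconclusive means maximum activity change from -70% to -50%; inactive means maximum activity change above -50%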;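 further: thallium influx rate constant from kinetic fluorescence after stimulation buffer; on the % scale 0 is the no-effect control and ±100 the full control effect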
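We transduce U2OS cells with the mutant 3.1 virus, culture them overnight, load FluxOr with Red40 quencher for 45 min, then add stimulation buffer and read kinetically for 2 min to derive a normalized rate constant.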
TRPV1 ag – human TRPV1 agonism; Q8NER1; TRPV1-expressing cells, Fluo-8 calcium influx, agonist mode; activation, % at 8.33 µM; 0.19% of 320,000 active; AID 540275; in the data active means activation above about 80%; inconclusive means between about 30% and that limit; further: 0% is about no effect
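Fluo-8 calcium influx in TRPV1-expressing cells, kinetic read (ex 480/em 520 nm). Compound added and read 3 min for agonist activity, followed by capsaicin at EC20 final and 2 min further read for enhancement.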
* marks the source's active call; other numbers are inactive results; ? = inconclusive; nt = no result given; [ ] = remark or other dose. Unless noted, the call rests on the fitted dose curve; in most records, active means well fitted curve in the direction sought with a large enough effect; inconclusive means small, poorly fitted or top-dose-only effect, or another doubt; inactive means no such curve, though single readings can be large; an effect the other way counts as inactive or inconclusive. No enrichment for hits; any-hit rate near 2%.

#1 COc1ccc(C=C2C(=O)OC(C)(C)OC2=O)cc1OC
#2 O=C1C(=C2CCc3ccccc32)Cc2ccccc21
#3 CC(=O)Nc1ccc(NC(=O)C2CC(=O)N(Cc3ccco3)C2)cc1 (configuration not stated)
#4 Nc1cnn(Cc2ccc(F)cc2)c1
#5 CCc1cccc(NC(=S)N(CCN(C)C)C(C)c2ccncc2)c1 (configuration not stated)
#6 CCOc1ncccc1C(=O)OC(C)C(=O)NC1CCCCC1 (configuration not stated)
#7 CN(c1ccccc1C(=O)Nc1ccc(S(=O)(=O)N2CCCCC2)cc1)S(C)(=O)=O
#8 COc1ccc(C(=O)COc2ccc3ccc(=O)oc3c2)c(OC)c1
#9 S=C(NCc1ccco1)Nc1ccc(Cl)cc1
#10 Cc1ccc(Cn2ccc(NC(=O)c3cc(-c4ccc5c(c4)OCO5)on3)n2)cc1
assay / compound,1,2,3,4,5,6,7,8,9,10
CXXC DNA block,?,nt,nt,-1%,0%,nt,-8%,13%,2%,-5%
S-ASM inh,6%,-6%,0%,-2%,6%,3%,-1%,343%[activator],-2%,3%
GALK inh,-1%,nt,nt,0%,-2%,nt,-8%,-6%,2%,-2%
MBNL1-CUG inh,-2%,nt,nt,1%,-7%,nt,-6%,1%,5%,13%
Coupling enz,1,nt,nt,1,0,nt,0,nt,9,1
Integrin act MD,17%,2%,2%,-10%,-6%,0%,-2%[7.66 µM],-15%,19%,25%
hERG WT inh,1,-9,-1,22,3,1,5,1,2,2
A-T KAP1 phos,-2%,nt,-4%,0%,32%,0%,nt,2%,9%,-4%
KCNH2 3.1 inh,7,14,8,-1,3,3,-11,7,2,-1
TRPV1 ag,-7,nt,-1,8,7,-3,-1,0,?,2

#11 OC(COCc1ccccc1)CN1CCc2ccccc2C1 (configuration not stated)
#12 COc1cc(C(=O)NCCCn2ccnc2)cc(OC)c1OC
#13 CCN(CC)C1=NS(=O)(=O)c2cc([N+](=O)[O-])ccc21
#14 Cc1ccc(Nc2nc(NCC3CCCO3)nc(N)c2[N+](=O)[O-])cc1 (configuration not stated)
#15 CCn1cc(C(=O)N2CCc3ccccc32)c(=O)c2cc(S(=O)(=O)N3CC(C)CC(C)C3)ccc21 (configuration not stated)
#16 Cc1ccc(S(=O)(=O)N2CCOCC2)cc1NC(=O)C1CC(=O)N(c2ccc3c(c2)OCCO3)C1 (configuration not stated)
#17 COc1ccccc1NC(=O)Nc1nnc(Cc2ccccc2F)s1
#18 COCCNC(=O)C(c1ccc(C)o1)N(Cc1ccc(OC)cc1)C(=O)Cn1nnc2ccccc21 (configuration not stated)
#19 C=CCOc1ccc(CNCC2CCCO2)cc1 (configuration not stated)
#20 O=C(O)CNC(=O)c1ccc(NC(=O)/C(=C/c2cccc([N+](=O)[O-])c2)NC(=O)c2ccco2)cc1
assay / compound,11,12,13,14,15,16,17,18,19,20
CXXC DNA block,-2%,-2%,0%,5%,-6%,nt,-7%,-2%,3%,-17%
S-ASM inh,7%,2%,0%,1%,nt,-2%,2%,-1%,3%,7%
GALK inh,nt,-2%,-1%,-2%,nt,nt,2%,1%,4%,-1%
MBNL1-CUG inh,-4%,11%,?,12%,4%,nt,-5%,10%,0%,?
Coupling enz,3,2,-3,0,2,nt,-2,0,6,1
Integrin act MD,-12%,-7%,-40%,11%,-10%,-4%,-12%,0%,16%,17%
hERG WT inh,-1,nt,-9,3,1,-29,-8,19,-22,-6
A-T KAP1 phos,-1%,2%,3%,7%,6%,1%,16%,17%,0%,3%
KCNH2 3.1 inh,5,-16,-1,-10,-14,1,7,8,0,3
TRPV1 ag,-2,0,-2,8,0,4,10,-3,2,1

#21 CC(=O)N1c2ccc(S(=O)(=O)N3CCCC3)cc2CC1C(=O)Nc1cc(C)cc(C)c1 (configuration not stated)
#22 Cc1cc(NCCN2CCOCC2)n2nc(C)c(-c3ccc(Cl)cc3)c2n1
#23 Cc1ccc(/C=C/C(=O)O)cc1S(=O)(=O)N1CCc2ccccc21
#24 Cc1ccc(-n2c(C)cc(C(=O)CN3C(=O)C(=O)N(C4CCCC4)C3=O)c2C)cc1
#25 CCc1cc(C(=O)COc2ccc(F)cc2)c(O)cc1O
#26 COc1ccc(N2CCN(C(c3cccs3)c3nnnn3C3CCCC3)CC2)cc1 (configuration not stated)
#27 O=C(c1cccc(C(F)(F)F)c1)c1c[nH]c(C(=O)NCC2CCCO2)c1 (configuration not stated)
#28 CCOC(=O)CCCCCC(=O)Nc1ccc2c(c1)CC(=O)N([C@@H](C)CO)C[C@H](C)[C@@H](CN(C)Cc1ccccc1)O2
#29 Cc1cc(S(=O)(=O)N2CCN(c3ccc(F)cc3)CC2)ccc1-n1cnnn1
#30 CSCC[C@@H](C(=O)NCCCCCCCCCCC(=O)N1CCNCC1)n1cc(CCO)nn1
#31 CCOc1c(C)cc2[nH]c(CCC(=O)O)nc2c1C
#32 CCN=C(NCC)SC1CC(=O)N(c2ccc(F)cc2)C1=O (configuration not stated)
#33 C=CCn1c(SCC(=O)Nc2sc3c(c2C#N)CCC(C)C3)nc2cc(C(=O)O)ccc2c1=O (configuration not stated)
assay / compound,21,22,23,24,25,26,27,28,29,30,31,32,33
CXXC DNA block,-20%,10%,-1%,18%,2%,5%,2%,nt,14%,nt,2%,1%,nt
S-ASM inh,-3%,-2%,11%,0%,-1%,-3%,3%,2%,-1%,0%,4%,2%,0%
GALK inh,-3%,0%,nt,-8%,9%,1%,-3%,nt,3%,nt,0%,-2%,nt
MBNL1-CUG inh,-5%,-6%,0%,1%,-4%,-4%,-8%,nt,3%,nt,11%,-3%,nt
Coupling enz,0,-2,7,0,1,-3,0,nt,-1,nt,5,-2,nt
Integrin act MD,-29%,11%,9%,-51%[inhibitor],33%,2%,1%,-30%,?,-17%,17%,-1%,6%
hERG WT inh,-14,2,4,4,nt,3,13,1,1,4,-5,2,0
A-T KAP1 phos,9%,4%,9%,-3%,-1%,2%,5%,-2%,3%,2%,nt,0%,2%
KCNH2 3.1 inh,-3,1,-4,-24,6,-8,-1,-12,4,-3,-4,2,26
TRPV1 ag,7,3,-1,4,-2,2,21,nt,?,-6,1,11,nt

Sorted by length of the SMILES (low to high): 6 of the compounds above
#25 CCc1cc(C(=O)COc2ccc(F)cc2)c(O)cc1O
#32 CCN=C(NCC)SC1CC(=O)N(c2ccc(F)cc2)C1=O (configuration not stated)
#23 Cc1ccc(/C=C/C(=O)O)cc1S(=O)(=O)N1CCc2ccccc21
#22 Cc1cc(NCCN2CCOCC2)n2nc(C)c(-c3ccc(Cl)cc3)c2n1
#29 Cc1cc(S(=O)(=O)N2CCN(c3ccc(F)cc3)CC2)ccc1-n1cnnn1
#33 C=CCn1c(SCC(=O)Nc2sc3c(c2C#N)CCC(C)C3)nc2cc(C(=O)O)ccc2c1=O (configuration not stated)
assay / compound,25,32,23,22,29,33
CXXC DNA block,2%,1%,-1%,10%,14%,nt
S-ASM inh,-1%,2%,11%,-2%,-1%,0%
GALK inh,9%,-2%,nt,0%,3%,nt
MBNL1-CUG inh,-4%,-3%,0%,-6%,3%,nt
Coupling enz,1,-2,7,-2,-1,nt
Integrin act MD,33%,-1%,9%,11%,?,6%
hERG WT inh,nt,2,4,2,1,0
A-T KAP1 phos,-1%,0%,9%,4%,3%,2%
KCNH2 3.1 inh,6,2,-4,1,4,26
TRPV1 ag,-2,11,-1,3,?,nt
